CYP2C9 inh – inhibitors of human CYP2C9; CYP2C9 Supersomes, luciferin-H conversion, luminescence; inhibition, % at 5 µM; hit rate 20% among 96,000; AID 777;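 active = blocking of liver enzyme CYP2C9 beyond about 50% at 5 µM, limit read from the data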; note: values of inactives mirror those of a sister screen read the other way
CYP2C19 activ – activators of human cytochrome P450 2C19. activation factor at 5 µM. P33261. 96,000 tested, under 10 active. recombinant CYP2C19, luciferin-H EGE luminescence; active compounds read high; 0 = fully inhibited enzyme, 1 = untreated enzyme;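 active = activation factor of at least 2 at 5 µM in the primary screen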;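 note: 0 = wells with 2.5 mM tranylcypromine and 1 = vehicle-only wells; values of inactives mirror those of a sister screen read the other way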
CYP2C9 act – CYP2C9 (human) activation; recombinant CYP2C9, luciferin-H conversion, luminescence; active compounds read high; factor 1 = untreated enzyme, 0 = blocked; activation factor at 5 µM; hit rate 1.4% among 96,000; AID 1024;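 active = activation factor of 2 or more for CYP2C9 at a 5 µM dose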;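 note: 0 = sulfaphenazole-blocked wells and 1 = vehicle-only wells; values of inactives mirror those of a sister screen read the other way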
CYP2C19 inh – human CYP2C19 inhibition. CYP2C19 Supersomes, luciferin-H EGE luminescence, 30 min. inhibition, % at 5 µM. hit rate 21% among 96,000. P33261;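 active = CYP2C19 inhibition above a set limit at 5 µM in the primary screen, cut at about 50% in these data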;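 note: plate controls were negative control wells for no effect and 2.5 mM tranylcypromine positive control for full effect; values of inactives mirror those of a sister screen read the other way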
EphB4 ephrin blk – antagonists of human EphB4-ephrin-B2 interaction; P54760; EphB4 LBD / TNYL-RAW-Alexa532 peptide, fluorescence polarization; inhibition, % at 7 µM; hit rate 0.15% among 97,000;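 active = inhibition above the screen-wide mean inhibition plus 3 SD, cut at about 15% in these data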;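 note: 0% = DMSO wells and 100% = excess unlabeled TNYL-RAW peptide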
Target sequence (P54760 whole entry, looked up, the tested form may be a part): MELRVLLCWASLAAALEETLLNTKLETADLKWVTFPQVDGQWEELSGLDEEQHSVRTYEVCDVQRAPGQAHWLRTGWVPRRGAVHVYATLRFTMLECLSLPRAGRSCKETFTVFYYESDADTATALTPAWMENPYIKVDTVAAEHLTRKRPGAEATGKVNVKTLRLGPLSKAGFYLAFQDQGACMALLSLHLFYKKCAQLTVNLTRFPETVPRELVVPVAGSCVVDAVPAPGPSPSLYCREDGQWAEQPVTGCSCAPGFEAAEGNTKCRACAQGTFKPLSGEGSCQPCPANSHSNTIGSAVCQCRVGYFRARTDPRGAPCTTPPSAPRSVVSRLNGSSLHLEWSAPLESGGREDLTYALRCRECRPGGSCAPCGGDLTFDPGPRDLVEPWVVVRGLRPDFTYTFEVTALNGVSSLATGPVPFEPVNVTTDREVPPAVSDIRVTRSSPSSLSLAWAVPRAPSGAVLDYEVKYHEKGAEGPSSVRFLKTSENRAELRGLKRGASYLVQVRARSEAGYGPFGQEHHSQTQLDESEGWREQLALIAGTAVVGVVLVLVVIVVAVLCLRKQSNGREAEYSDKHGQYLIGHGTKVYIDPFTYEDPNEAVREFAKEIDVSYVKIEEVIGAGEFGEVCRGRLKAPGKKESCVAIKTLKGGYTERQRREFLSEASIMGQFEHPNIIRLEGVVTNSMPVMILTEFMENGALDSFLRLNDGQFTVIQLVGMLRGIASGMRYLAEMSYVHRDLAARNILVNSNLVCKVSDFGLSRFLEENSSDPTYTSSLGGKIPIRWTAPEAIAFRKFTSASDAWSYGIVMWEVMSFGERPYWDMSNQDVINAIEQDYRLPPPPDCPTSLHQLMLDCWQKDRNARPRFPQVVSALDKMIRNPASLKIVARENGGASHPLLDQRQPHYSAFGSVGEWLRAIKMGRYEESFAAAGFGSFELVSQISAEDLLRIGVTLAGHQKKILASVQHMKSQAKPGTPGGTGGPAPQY
PLAP activator – activators of human placental alkaline phosphatase; activation fold at 20 µM; hit rate 1.2% among 96,000; P05187; purified PLAP enzyme, luminescent substrate read-out; active compounds read high; AID 696; in the data active = activation fold above about 2
PLK1 kinase inh – inhibitors of human PLK1 kinase; AID 619; P53350; inhibition, % at 10 µM; hit rate 0.53% among 97,000; recombinant PLK1 kinase, TR-FRET peptide phosphorylation;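 active = inhibition of 50% or more in the single-concentration screen; inactive = inhibition below 50%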;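 note: 0% = DMSO max control and 100% = H-89 dihydrochloride min control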
Rev-RRE block – inhibitors of HIV-1 Rev-RRE RNA interaction; hit rate 0.79% among 97,000; inhibition, % at 8 µM; Rev peptide-RRE RNA binding, FRET; AID 704; P05866;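 active = inhibition above the screen-wide mean plus 3 SD, cut at about 35% in these data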;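 note: 0% = median DMSO wells and 100% = median Neomycin B control wells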
Target sequence (P05866 whole entry, looked up): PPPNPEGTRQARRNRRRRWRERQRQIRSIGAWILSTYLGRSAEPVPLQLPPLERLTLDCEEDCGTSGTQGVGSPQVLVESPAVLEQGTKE
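assay system = Cy5-tagged RRE RNA duplex with fluorescein-tagged Rev peptide | incubation = 5 + 15 min at 25 °C | also added = labelled Rev peptide | measure = % inhibition of FRET ratio versus controls | benchmarks = DMSO wells as 0% and neomycin B wells as 100% inhibition | measured by = FRET fluorescence readout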
PLK1 PBD inh – inhibitors of human Plk1 polo box domain binding; P53350; inhibition, %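 (tested at about 20 µM)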; Plk1 PBD phosphopeptide binding, fluorescence polarization; AID 693; hit rate 0.13% among 97,000; in the data active = inhibition above about 34%, passing the limit was not always enough
* hit, by the source's call.

`Cc1cc(C)nc(NC(=O)CN2C(=O)c3ccccc3C2=O)n1` gave CYP2C9 inh -23, CYP2C19 activ 1.1, CYP2C9 act 1.2, CYP2C19 inh -6, EphB4 ephrin blk 1, PLAP activator 1, PLK1 kinase inh -4, Rev-RRE block 7 and PLK1 PBD inh 13.
For Cc1cccc(Nc2ncccc2C(=O)NCc2cccs2)c1C the results were CYP2C9 inh 57*, CYP2C19 activ 0.7, CYP2C9 act 0.4, CYP2C19 inh 34, EphB4 ephrin blk 2, PLAP activator 0.7, PLK1 kinase inh -10, Rev-RRE block 14 and PLK1 PBD inh -14.
For c1ccc2c(Oc3ccc4c(c3)OCO4)nncc2c1 the results were CYP2C9 inh 5, CYP2C19 activ 0.4, CYP2C9 act 0.9, CYP2C19 inh 62*, EphB4 ephrin blk 4, PLAP activator 1, PLK1 kinase inh -7, Rev-RRE block 3 and PLK1 PBD inh -11.
For Cc1ccc(-c2csc3nnc(SCC(=O)Nc4nsc(-c5ccccc5)n4)n23)cc1 the results were CYP2C9 inh 40, CYP2C19 activ 0.6, CYP2C9 act 0.6, CYP2C19 inh 38, EphB4 ephrin blk -4, PLAP activator 1.5, PLK1 kinase inh -1, Rev-RRE block 6 and PLK1 PBD inh 9.
Screening NS(=O)(=O)c1cccc2cccnc12 returned CYP2C9 inh -45, CYP2C19 activ 0.9, CYP2C9 act 1.5, CYP2C19 inh 10, EphB4 ephrin blk -8, PLAP activator 1.1, PLK1 kinase inh 2, Rev-RRE block 3 and PLK1 PBD inh -7.
Screening O=C(Cc1cc(=O)[nH]c(=O)[nH]1)N1CCC(Cc2ccccc2)CC1 returned EphB4 ephrin blk -2, PLK1 kinase inh 0, Rev-RRE block 6 and PLK1 PBD inh -5.
`CCOc1ccc(N(CC(=O)N2CCc3ccccc32)S(=O)(=O)c2c(C)noc2C)cc1` gave CYP2C9 inh 19, CYP2C19 activ 0.8, CYP2C9 act 0.8, CYP2C19 inh 16, EphB4 ephrin blk -13, PLAP activator 1.4, PLK1 kinase inh -17, Rev-RRE block 2 and PLK1 PBD inh -5.
Screening COc1ccc(CCNC(=O)CCNS(=O)(=O)c2ccc3c(c2)CCN3C(C)=O)cc1OC returned CYP2C9 inh 61*, CYP2C19 activ 0.9, CYP2C9 act 0.4, CYP2C19 inh 9 and PLAP activator 1.
`Cc1ccc(N/C(N)=N/c2nc(CSc3ccc(C)cc3)cc(=O)[nH]2)cc1` gave CYP2C9 inh 0, CYP2C19 activ 0.9, CYP2C9 act 1, CYP2C19 inh 9, EphB4 ephrin blk -3, PLAP activator 1.4, PLK1 kinase inh 0, Rev-RRE block 15 and PLK1 PBD inh -3.
For COc1ccc(-c2nc(-c3ccccc3)c(-c3cc([N+](=O)[O-])ccc3C)[nH]2)cc1OC the results were CYP2C9 inh 40, CYP2C19 activ 0.7, CYP2C9 act 0.6, CYP2C19 inh 30, EphB4 ephrin blk -7, PLAP activator 1.5, PLK1 kinase inh -6, Rev-RRE block -2 and PLK1 PBD inh 1.
Screening Cc1cc2nc(SCC(=O)N(C)C)c3c(c2cc1C)CCCC3 returned CYP2C9 inh 18, CYP2C19 activ 1, CYP2C9 act 0.8, CYP2C19 inh 2, EphB4 ephrin blk 4, PLAP activator 1.2, PLK1 kinase inh -5, Rev-RRE block 7 and PLK1 PBD inh -6.
`CCOc1ccc2[nH]cc(C(=O)N3CCN(CC)CC3)c(=O)c2c1` gave CYP2C9 inh -1, CYP2C19 activ 1.1, CYP2C9 act 1, CYP2C19 inh -7, EphB4 ephrin blk 4, PLAP activator 1, PLK1 kinase inh -12, Rev-RRE block 7 and PLK1 PBD inh -23.
Cc1ccc(CNc2ncnc3cc(Cl)ccc23)o1 was read as CYP2C9 inh 54*, CYP2C19 activ 0.3, CYP2C9 act 0.5, CYP2C19 inh 67*, EphB4 ephrin blk -1, PLAP activator 1, PLK1 kinase inh -4, Rev-RRE block -2 and PLK1 PBD inh -16.
Screening CC12CCC(C(=O)N3CCN(C(=O)C45CCC(C)(C(=O)O4)C5(C)C)CC3)(OC1=O)C2(C)C returned EphB4 ephrin blk -5, PLK1 kinase inh -9, Rev-RRE block 2 and PLK1 PBD inh -27.
`COc1ccc(Cc2c(O)nc(SC)n(C(C)=O)c2=O)cc1` gave CYP2C9 inh 45, CYP2C19 activ 0.5, CYP2C9 act 0.5, CYP2C19 inh 53*, EphB4 ephrin blk 5, PLAP activator 1, PLK1 kinase inh -17, Rev-RRE block 7 and PLK1 PBD inh 32.
`Cc1csc(SCC(=O)Nc2ccc(Cl)cn2)n1` gave CYP2C9 inh 59*, CYP2C19 activ 0.1, CYP2C9 act 0.4, CYP2C19 inh 86* and PLAP activator 1.
CC(=O)c1ccc(N2CCN(C(=O)C3CCN(S(=O)(=O)Cc4ccccc4)CC3)CC2)cc1 was read as CYP2C9 inh 67*, CYP2C19 activ 1, CYP2C9 act 0.3, CYP2C19 inh 4, EphB4 ephrin blk 4, PLAP activator 1.4, PLK1 kinase inh 7, Rev-RRE block 11 and PLK1 PBD inh -8.
For Cc1cnc(C(=O)OCC(=O)Nc2ccc(Oc3ccccc3)cc2)cn1 the results were CYP2C9 inh 11, CYP2C19 activ 0.8, CYP2C9 act 0.9, CYP2C19 inh 21, EphB4 ephrin blk -2, PLAP activator 0.9, PLK1 kinase inh -18, Rev-RRE block 9 and PLK1 PBD inh 5.
Screening COc1cc(Nc2nc(SCC#N)nc3ccccc23)cc(OC)c1OC returned CYP2C9 inh 40, CYP2C19 activ 0.8, CYP2C9 act 0.6, CYP2C19 inh 24, EphB4 ephrin blk -1, PLAP activator 1.5, PLK1 kinase inh -13, Rev-RRE block 4 and PLK1 PBD inh -2.
O=C(CC(C(=O)O)C1CCCO1)Nc1cccc(C(F)(F)F)c1 (stereo unspecified) was read as CYP2C9 inh 17, CYP2C19 activ 1.1, CYP2C9 act 0.8, CYP2C19 inh -8, EphB4 ephrin blk 10, PLAP activator 1, PLK1 kinase inh 0, Rev-RRE block 8 and PLK1 PBD inh 0.
For COC(=O)c1ccccc1NC(=O)CC(NCc1ccccc1)C(=O)O (stereo unspecified) the results were EphB4 ephrin blk 3, PLK1 kinase inh -10, Rev-RRE block 4 and PLK1 PBD inh 0.
For CCOC(=O)N1CCN(c2c(-c3ccccc3)c3cc(Cl)ccc3[nH]c2=O)CC1 the results were CYP2C9 inh 19, CYP2C19 activ 0.9, CYP2C9 act 0.8, CYP2C19 inh 10, EphB4 ephrin blk -2, PLAP activator 1, PLK1 kinase inh -42, Rev-RRE block 8 and PLK1 PBD inh -34.
For CCCNC(=O)C(=O)c1cccn1-c1ccsc1C(=O)OC the results were CYP2C9 inh 8, CYP2C19 activ 0.7, CYP2C9 act 0.9, CYP2C19 inh 27, EphB4 ephrin blk -4, PLAP activator 1, PLK1 kinase inh -7, Rev-RRE block 9 and PLK1 PBD inh 11.
Nc1ccc2oc(-c3cccs3)nc2c1 was read as CYP2C9 inh 10, CYP2C19 activ 0.9, CYP2C9 act 0.9, CYP2C19 inh 6, EphB4 ephrin blk 0, PLAP activator 1, PLK1 kinase inh -3, Rev-RRE block 5 and PLK1 PBD inh -15.

Among those listed so far, 3 have a Cl atom.
Cc1ccc(CNc2ncnc3cc(Cl)ccc23)o1 was read as CYP2C9 inh 54*, CYP2C19 activ 0.3, CYP2C9 act 0.5, CYP2C19 inh 67*, EphB4 ephrin blk -1, PLAP activator 1, PLK1 kinase inh -4, Rev-RRE block -2 and PLK1 PBD inh -16.
`Cc1csc(SCC(=O)Nc2ccc(Cl)cn2)n1` gave CYP2C9 inh 59*, CYP2C19 activ 0.1, CYP2C9 act 0.4, CYP2C19 inh 86* and PLAP activator 1.
For CCOC(=O)N1CCN(c2c(-c3ccccc3)c3cc(Cl)ccc3[nH]c2=O)CC1 the results were CYP2C9 inh 19, CYP2C19 activ 0.9, CYP2C9 act 0.8, CYP2C19 inh 10, EphB4 ephrin blk -2, PLAP activator 1, PLK1 kinase inh -42, Rev-RRE block 8 and PLK1 PBD inh -34.

Next results.
COc1cc(C2N(c3ccccn3)C(=O)C3CCCN32)cc(OC)c1OC (stereo unspecified) was read as CYP2C9 inh 6, CYP2C19 activ 0.8, CYP2C9 act 0.9, CYP2C19 inh 17, EphB4 ephrin blk -12, PLAP activator 1, PLK1 kinase inh 8, Rev-RRE block 1 and PLK1 PBD inh 0.
For Cc1n[nH]c(=S)n1/N=C/c1ccc(Br)o1 the results were CYP2C9 inh 4, CYP2C19 activ 1, CYP2C9 act 1, CYP2C19 inh -4, EphB4 ephrin blk -1, PLAP activator 1, PLK1 kinase inh 28, Rev-RRE block 4 and PLK1 PBD inh -9.
CCN(C(=O)COC(=O)c1cc2ccccc2cc1O)C1CCS(=O)(=O)C1 (stereo unspecified) was read as CYP2C9 inh 27, CYP2C19 activ 0.7, CYP2C9 act 0.7, CYP2C19 inh 29, EphB4 ephrin blk 1, PLAP activator 0.9, PLK1 kinase inh -9, Rev-RRE block 2 and PLK1 PBD inh -36.
CCOC(=O)C1C(=O)CC(C)(O)C(C(=O)OCC)C1c1cccc(OC(F)(F)C(F)F)c1 (stereo unspecified) was read as CYP2C9 inh 90*, CYP2C19 activ 0.1, CYP2C9 act 0.1, CYP2C19 inh 86* and PLAP activator 1.8.
Screening Cc1nn(Cc2nc(-c3cccs3)no2)c(C)c1Br returned CYP2C9 inh 46, CYP2C19 activ 0.2, CYP2C9 act 0.5, CYP2C19 inh 75*, EphB4 ephrin blk -3, PLAP activator 0.9, PLK1 kinase inh -5, Rev-RRE block 1 and PLK1 PBD inh -14.
For CCOc1cc(C(=O)OCc2ccc(C(=O)OC)o2)cc(Br)c1OC the results were CYP2C9 inh 22, CYP2C19 activ 0.9, CYP2C9 act 0.8, CYP2C19 inh 14, EphB4 ephrin blk -2, PLAP activator 0.9, PLK1 kinase inh -11, Rev-RRE block 5 and PLK1 PBD inh 0.
For O=C(Nc1cc(C(F)(F)F)ccc1N1CCOCC1)c1ccco1 the results were CYP2C9 inh -14, CYP2C19 activ 1.1, CYP2C9 act 1.1, CYP2C19 inh -11, EphB4 ephrin blk 7, PLAP activator 0.9, PLK1 kinase inh -5, Rev-RRE block 0 and PLK1 PBD inh 9.
`Cc1nn(C(=O)c2ccoc2C)c(N)c1-c1ccccc1` gave CYP2C9 inh 26, CYP2C19 activ 0.7, CYP2C9 act 0.7, CYP2C19 inh 30 and PLAP activator 1.1.
For O=C(Cn1cc2c(n1)CCCC2)NC1CCCCCC1 the results were CYP2C9 inh 1, CYP2C19 activ 0.8, CYP2C9 act 1, CYP2C19 inh 17 and PLAP activator 0.9.
`Cc1ccc(S(=O)(=O)NCCCN2CCOCC2)c(C)c1` gave CYP2C9 inh -56, CYP2C19 activ 0.4, CYP2C9 act 1.6, CYP2C19 inh 64* and PLAP activator 1.3.
For COCCNC(=O)c1ccc(CS(=O)(=O)c2ccc(Cl)cc2)o1 the results were CYP2C9 inh 15, CYP2C19 activ 0.9, CYP2C9 act 0.8, CYP2C19 inh 10, EphB4 ephrin blk 12, PLAP activator 1, PLK1 kinase inh -15, Rev-RRE block 6 and PLK1 PBD inh -31.
`COc1ccc2ccc3c(c2c1)N=CC1(O3)N(C)c2ccccc2C1(C)C` (stereo unspecified) gave EphB4 ephrin blk -1, PLK1 kinase inh 0, Rev-RRE block 4 and PLK1 PBD inh -7.
`Cc1cccc(OCC(=O)Nc2nonc2NC(=O)COc2cccc(C)c2)c1` gave EphB4 ephrin blk 1, PLK1 kinase inh -2, Rev-RRE block 8 and PLK1 PBD inh -20.
For Cc1ccccc1COc1ccc(/C(O)=C2/C(=O)C(=O)N(CCCn3ccnc3)C2c2ccco2)cc1 (stereo unspecified) the results were CYP2C9 inh 95*, CYP2C19 activ 0.2, CYP2C9 act 0, CYP2C19 inh 75* and PLAP activator 2.6*.

Screening results deposited in PubChem by several laboratories.
